sPLA2-III inh: human group III sPLA2 inhibitors, primary screen, biochemical, QFRET, BODIPY PC-A2 liposome substrate; AID 743126, 2013; QFRET BODIPY PC-A2 liposome hydrolysis, fluorescence; inhibition, % at 12.2 µM; Group 3 secretory phospholipase A2 (Homo sapiens), Q9NZ20; 370,000 compounds, 0.56% hits;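 active = inhibition above mean plus 3 SD of compounds lying within the high and low control bounds, cut at about 19% in these data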;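 note: 0% = median of test compound wells and 100% = no enzyme DMSO wells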
FXN GAA850 act: FXN promoter activators, primary screen, cell-based, luciferase luminescence, HEK293 lucGAA850; HEK293 lucGAA850 FXN promoter luciferase reporter, 24 h; percent of 10 µM SAHA response; activation, % at 6 µM; 360,000 compounds, 0.56% hits; AID 540364, 2011;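 active = activation above the average of all compounds screened plus 3 SD, cutoff fixed separately per campaign, cut at about 7.5% in these data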;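 note: 0% = DMSO wells and 100% = 10 µM SAHA wells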
proKLK7 act: proKLK7 zymogen activators, primary screen, biochemical, fluorescence intensity. activation, % at 7 µM. purified proKLK7, EDANS-DABCYL substrate fluorescence; 100% is mature enzyme control, 0% vehicle. Kallikrein-7 (Homo sapiens), P49862. 370,000 compounds, 0.9% hits;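 active = activation above the mean of all tested compounds plus 3 SD, computed per campaign excluding outliers beyond control limits, cut at about 13% in these data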
Target sequence (P49862 whole entry, looked up): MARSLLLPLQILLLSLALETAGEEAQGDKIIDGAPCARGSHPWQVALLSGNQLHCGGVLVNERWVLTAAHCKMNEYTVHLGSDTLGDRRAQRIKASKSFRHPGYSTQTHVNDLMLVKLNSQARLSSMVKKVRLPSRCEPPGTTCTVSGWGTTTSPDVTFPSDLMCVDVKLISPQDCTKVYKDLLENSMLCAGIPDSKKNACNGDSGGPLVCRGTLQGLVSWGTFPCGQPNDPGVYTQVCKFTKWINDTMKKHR
ADAM10 inh: human ADAM10 inhibitors, primary screen, biochemical, QFRET, HTS. recombinant ADAM10, EDANS/DABCYL FRET peptide cleavage, 3 h. AID 720582, 2013. 370,000 compounds, 0.62% hits. inhibition, % at 7 µM. Disintegrin and metalloproteinase domain-containing protein 10 (Homo sapiens), O14672;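 active = inhibition above a per-campaign cutoff equal to the mean of compounds falling between control-based bounds plus 3 SD, cut at about 20% in these data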;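 note: 0% = DMSO wells while the 100% control is not disclosed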
Target sequence (O14672 214-748 limits assumed): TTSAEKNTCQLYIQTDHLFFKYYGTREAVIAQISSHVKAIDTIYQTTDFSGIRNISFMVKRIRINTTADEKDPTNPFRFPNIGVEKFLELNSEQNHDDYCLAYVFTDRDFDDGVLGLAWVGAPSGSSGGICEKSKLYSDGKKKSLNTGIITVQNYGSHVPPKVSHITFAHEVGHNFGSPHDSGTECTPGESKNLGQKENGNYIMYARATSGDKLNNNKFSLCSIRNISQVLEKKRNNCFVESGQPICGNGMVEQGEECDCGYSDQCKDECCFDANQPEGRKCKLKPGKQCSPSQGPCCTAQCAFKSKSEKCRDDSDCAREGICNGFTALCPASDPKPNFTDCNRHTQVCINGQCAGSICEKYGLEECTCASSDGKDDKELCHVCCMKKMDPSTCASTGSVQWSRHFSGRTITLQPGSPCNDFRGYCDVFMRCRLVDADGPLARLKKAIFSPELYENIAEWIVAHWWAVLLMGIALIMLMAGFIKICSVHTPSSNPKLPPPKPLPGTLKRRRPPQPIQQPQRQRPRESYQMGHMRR
ASAP1 GAP inh: inhibitors of human ASAP1 ArfGAP activity, primary screen, biochemical, fluorescence polarization; inhibition, % at 16.5 µM; 360,000 compounds, 0.19% hits; ASAP1-stimulated ARF1 GTP hydrolysis, GDP FP detection; in the data active = inhibition above about 25%;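 note: 0% = vehicle with enzyme and substrate and 100% = no enzyme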
NPR2 activator: human GC-B receptor activators, primary screen, HEK293 GC-B cells, cGMP TR-FRET, EC30 CNP; activation, % at 10 µM; Atrial natriuretic peptide receptor 2 (Homo sapiens), P20594; 370,000 compounds, 0.11% hits; 0% at EC30 CNP, 100% saturating CNP;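 active = activation at 10 µM reaching about 35% in either raw or pattern-adjusted values, limit read from the data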
ARFGAP1 inhibitor: inhibitors of rat ARFGAP1 GAP activity, primary screen, biochemical, fluorescence polarization, GDP tracer. ADP-ribosylation factor GTPase-activating protein 1 (Rattus norvegicus), Q62848. 360,000 compounds, 0.26% hits. Arfgap1-stimulated ARF1 GTP hydrolysis, GDP FP detection. inhibition, % at 16.5 µM;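 active = inhibition above a per-plate limit, mean inhibition of low control wells plus 3 SD, cut at about 25% in these data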;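 note: 0% = DMSO wells with enzyme and 100% = wells lacking Arfgap1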
Target sequence (Q62848 1-136 limits assumed): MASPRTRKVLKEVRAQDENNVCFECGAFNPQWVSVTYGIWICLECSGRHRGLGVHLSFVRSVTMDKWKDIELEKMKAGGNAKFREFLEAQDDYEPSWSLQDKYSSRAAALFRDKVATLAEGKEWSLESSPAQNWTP
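Material: truncated rat Arfgap1 GAP domain; Incubation: compound-enzyme preincubation 20 min, reaction 120 min, detection 60 min, 25 °C; Read-out: percent inhibition of Arfgap1-stimulated GTP hydrolysis; Technique: FP, GDP Alexa 633 tracer displaced from anti-GDP antibody, 620/688 nm; Controls: No-Arfgap1 wells (100%) versus DMSO full-reaction wells (0%); Replication: single well per compound.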
rCAG binder: binders of r(CAG) RNA repeats, primary screen, biochemical, fluorescence; inhibition, % at 3 µM; r(CAG) RNA repeat, TO-PRO-1 dye displacement fluorescence; 370,000 compounds, 1.3% hits;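 active = inhibition above the plate cutoff, the mean of all test compounds on that plate plus 3 SD, cut at about 35% in these data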;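 note: 0% = DMSO alone and 100% = 100 µM mitoxantrone as full dye displacement; higher means more dye released from RNA so lower well fluorescence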
NPR1 activator: GC-A stimulated cGMP production enhancers – HEK293 GC-A cells, cGMP TR-FRET, EC30 ANP, primary screen | Atrial natriuretic peptide receptor 1 (Homo sapiens), P16066 | 0% at EC30 ANP, 100% saturating ANP | activation, % at 10 µM | 370,000 compounds, 0.14% hits; in the data active = activation above about 40%
DDE Tn6 FP inh: inhibitors of Tn6 peptide binding to fibrin DD(E), primary screen, biochemical, fluorescence polarization, human fibrin, Tn6 probe; Fibrinogen beta chain (Homo sapiens), P02675; Fibrin DD(E) TRITC-Tn6 fluorescence polarization displacement; inhibition, % at 8.3 µM; 370,000 compounds, 0.21% hits;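 active = inhibition above a per-campaign cutoff: mean of compounds within control limits plus 3 SD, cut at about 15% in these data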;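 note: 0% = median of all compound wells on the plate and 100% = blocking peptide control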
* marks the source's active call; other numbers are inactive results; . = not tested or not shown; & = joins results of further samples.

SMILES | sPLA2-III inh | FXN GAA850 act | proKLK7 act | ADAM10 inh | ASAP1 GAP inh | NPR2 activator | ARFGAP1 inhibitor | rCAG binder | NPR1 activator | DDE Tn6 FP inh
COc1ccc(OC)c(NC(=O)c2nc(S(=O)(=O)Cc3ccccc3)ncc2Cl)c1 | -3 | 7.3 | 0.1 | -5 | -4 | -12 | -12 | 8 | -26 | -2
CC(=O)c1cccc(NC(=O)N2CCCC2C(=O)NC2CCCC2)c1 (stereo not given) | 2 | 0.0 | 0.1 | 2 | -3 | -5 | -3 | 3 | 1 | 3
NCCC(=O)Nc1ccc(Cl)cc1C(=O)c1ccc[nH]1 | 6 | . | . | -100 | . | -14 | . | . | -6 | 3
CCN(CC)c1ncnc2c1[nH]c1ccccc12 | -1 | 0.6 | 1.1 | -11 | 4 | 10 | -9 | -1 | 11 | -2
COc1ccccc1NC(=S)NCCc1ccc(F)cc1 | 5 | 1.8 | 0.4 | 4 | -8 | 2 | 2 | -1 | -1 | 2
Cc1cc(C)cc(NC(=O)C2CCN(C(=O)c3cccs3)CC2)c1 | -6 | 1.0 | -0.4 | -11 | 14 | 0 | 3 | -2 | 0 | 0
O=C(c1ccc(S(=O)(=O)c2ccc(Cl)cc2)cc1)N1CCOCC1 | -1 | -0.6 | -0.6 | 8 | -11 | 1 | 11 | -1 | 2 | -1
O=C(OC12CCCN(C1)/C(=C/c1ccncc1)C2)c1ccc(Cl)cc1 (stereo not given) | -1 | . | -0.2 | -2 | . | -1 | . | 3 | -3 | -11
c1ccc(Cc2c[nH]c3ccccc23)cc1 | -75 | 0.7 | -0.4 | -3 | 0 | 1 | 2 | 1 | -6 | -3
Cc1ccccc1CN1CCN(C(=O)c2cc(-c3ccncc3)nc3ccccc23)CC1 | -8 | -1.2 | 0.9 | -12 | 5 | -17 | 15 | -4 | -24 | 3
Cc1cc(=O)n2nc(N3CCC(C(=O)NCC(C)c4ccccc4)CC3)sc2n1 (stereo not given) | 3 | 1.4 | 0.3 | -1 | 10 | -7 | 6 | 2 | -3 | -1
O=C(COc1ccc([N+](=O)[O-])cc1)Nn1cnnc1 | 5 | 1.0 | 0.0 | -11 | 5 | 5 | -4 | 3 | 5 | -9
CC(=O)c1cccc(-c2ccnc3c2CC(C(=O)NCc2cccs2)O3)c1 (stereo not given) | 13 | -0.2 | -0.1 | -14 | -8 | 8 | -6 | 2 | -1 | 2
CCOC(=O)C1CCN(C(=O)NC23CC4CC(CC(C4)C2)C3)CC1 | -3 | 3.0 | -0.6 | -3 | 5 | 0 | 9 | -7 | -1 | 6
Cc1ccc(-n2c(C)nnc2SCC(=O)NC2CC2)cc1 | -2 | 1.5 | -0.9 | -13 | -1 | 7 | 5 | -2 | -1 | 0
CC1CCCC(NC(=O)COC(=O)c2cccs2)C1C (stereo not given) | -5 | 0.1 | 0.0 | -8 | -1 | -1 | 13 | -1 | -1 | 2
COc1ccc2cc(C(c3nnnn3CC3CCCO3)N3CCOCC3)c(=O)[nH]c2c1 (stereo not given) | 0 | -0.5 | -0.9 | -36 | -14 | 2 | -1 | -4 | -8 | 4
CCOc1ccccc1CN1CCCC(CNS(=O)(=O)c2ccc(OC)cc2)C1 (stereo not given) | -13 | -1.0 | 0.7 | -9 | -10 | -8 | 6 | -6 | -4 | 11
CCOc1ccc(N2CC(C(=O)NCCc3c[nH]c4ccc(C)cc34)CC2=O)cc1 (stereo not given) | -59 | 0.2 | -0.4 | 9 | 7 | 2 | -7 | 9 | -4 | 2
COc1ccc(C2CC(c3ccc4ccccc4c3)=NN2C(=O)CN2CCC(C(N)=O)CC2)cc1 (stereo not given) | -15 | 2.9 | 0.0 | -17 | -3 | 7 | -3 | -5 | 0 | 9
CCN(CC)C(=O)[C@H]1C[C@H](CC(=O)NCC23CC4CC(CC(C4)C2)C3)C(=O)N2CCc3c([nH]c4ccc(Cl)cc34)[C@]12C | 1 | 1.5 | 0.8 | -4 | -3 | -1 | -18 | 5 | -6 | -1
COc1ccc(-c2cc(C)no2)cc1S(=O)(=O)N1CCN(c2ccccc2F)CC1 | 2 | -0.5 | 0.0 | -1 | 5 | -1 | -11 | 2 | -1 | 1
COc1ccc(OCC(=O)OCC(=O)Nc2cc(S(=O)(=O)N3CCOCC3)ccc2Cl)cc1 | -2 | -1.4 | 0.1 | -3 | 23 | -1 | 3 | 1 | -4 | -7
Cc1cc(N2C(=O)C(O)=C(C(=O)c3cc4ccccc4o3)C2c2ccc(Cl)cc2)no1 (stereo not given) | -17 | 0.3 | 1.1 | 0 | -9 | -2 | -8 | 56* | 13 | 0
Cc1cccnc1C(NC(=O)C1CCN(CCCc2ccccc2)CC1)c1ccc(F)cc1 (stereo not given) | -10 | 0.8 | 0.1 | -5 | 5 | -2 | -2 | 1 | 0 | 3

A run of entries from the list above:
SMILES | sPLA2-III inh | FXN GAA850 act | proKLK7 act | ADAM10 inh | ASAP1 GAP inh | NPR2 activator | ARFGAP1 inhibitor | rCAG binder | NPR1 activator | DDE Tn6 FP inh
Cc1ccccc1CN1CCN(C(=O)c2cc(-c3ccncc3)nc3ccccc23)CC1 | -8 | -1.2 | 0.9 | -12 | 5 | -17 | 15 | -4 | -24 | 3
Cc1cc(=O)n2nc(N3CCC(C(=O)NCC(C)c4ccccc4)CC3)sc2n1 (stereo not given) | 3 | 1.4 | 0.3 | -1 | 10 | -7 | 6 | 2 | -3 | -1
O=C(COc1ccc([N+](=O)[O-])cc1)Nn1cnnc1 | 5 | 1.0 | 0.0 | -11 | 5 | 5 | -4 | 3 | 5 | -9

New compounds follow.
SMILES | sPLA2-III inh | FXN GAA850 act | proKLK7 act | ADAM10 inh | ASAP1 GAP inh | NPR2 activator | ARFGAP1 inhibitor | rCAG binder | NPR1 activator | DDE Tn6 FP inh
O=C(Nc1nccs1)c1nc(-c2ccccc2)n(-c2ccccc2)n1 | 3 | -2.7 | 0.4 | -5 | 4 | 1 | 10 | -2 | -7 | 5
O=c1nc(Nc2ccccc2)oc2ccccc12 | -10 | 1.5 | -0.4 | -57 | -8 | -6 | 3 | 2 | -9 | 5
Cc1ccc(S(=O)(=O)CCSc2cccc(C(=O)Nc3ccccc3C(=O)O)c2)cc1 | -70 | -1.6 | 0.9 | 15 | -9 | -1 | -2 | 80* | -1 | 7
CC1(C)c2[nH]c3ccccc3c2C[C@H]2C(=O)N(CCCO)CC(=O)N21 | 1 | 2.5 | 0.1 | 9 | 0 | -1 | -4 | -4 | 3 | 0
CCc1ccc(C(N)=S)cc1 | 19 | -0.5 | -0.1 | 7 | 1 | 3 | 4 | -1 | 1 | -7
CCN(CC)CCNC(=O)c1ccc(NC(=O)c2cc(-c3ccco3)nc3ccccc23)cc1 | -5 | 1.7 | 31* | -406 | 4 | 3 | 26* | 4 | 0 | 1
COc1ccc(-c2ccc(CN3C(C)C(=O)N(Cc4cn(CCC5OCCO5)nn4)CCS3(=O)=O)cc2)cc1 (stereo not given) | -8 | -0.5 | -0.1 | -10 | 5 | -4 | -2 | 11 | 4 | 7
COC(=O)C(C(=O)OC)c1ccccc1NS(=O)(=O)c1c(C)cc(C)cc1C | 3&-14 | . | 0.1&0.5 | -14&1 | 3&2 | -5&0 | 3&-1 | 5&3 | -1&-1 | 10&-8
CCN(C(=O)COC(=O)c1ccccc1Cc1ccccc1)C1CCS(=O)(=O)C1 (stereo not given) | 10 | 0.0 | 0.3 | -8 | 2 | -3 | 10 | -5 | 4 | 0
C=CCn1c(Cc2nc3ccc(Cl)cc3[nH]2)n[nH]c1=S | 4 | 1.7 | 0.2 | -9 | -5 | -1 | 6 | 12 | 5 | 6
C[C@H](CO)N1C[C@H](C)[C@H](CN(C)C(=O)c2ccncc2)OCc2cnnn2CCCC1=O | 2 | 2.1 | -0.1 | -11 | -10 | 0 | 2 | 1 | 6 | -1
CCOC(=O)/C(C#N)=C/c1c(Oc2cc(C)cc(C)c2)nc2ccccn2c1=O | -6 | -0.1 | -0.1 | -13 | -8 | 4 | 9 | -1 | -2 | 5
O=C(COc1ccc2cc(Br)ccc2c1)N1CCCC1 | -2 | 2.1 | 0.1 | -20 | -3 | -9 | 10 | -5 | -5 | -3
O=C(CN1CCCC1)Nc1ccc2c(c1)CCC2 | -2 | 1.6 | -0.3 | -5 | -2 | -2 | 12 | 0 | 6 | 2
COC(=O)c1c(-c2ccc(OC)c(OC)c2)csc1N | -5 | -0.6 | 0.7 | -1 | 2 | 2 | -17 | 3 | -1 | 1
COC(=O)c1ccc(CN2CCC(Oc3cccc(C(=O)N4CCCC4)c3)CC2)cc1 | 0 | 0.9 | 0.2 | 0 | 2 | 2 | -2 | -7 | 0 | -2
Cc1cc(C)c(NC(N)=S)c(C)c1 | 17 | 0.2 | -0.4 | 0 | -11 | 6 | 2 | 14 | -6 | -5
CC(=O)Nc1ccc(S(=O)(=O)N(C)CC(=O)OCC(=O)c2ccc[nH]2)cc1 | 7 | -0.5 | 0.0 | -8 | 9 | -4 | -16 | 4 | -9 | -3
O=C(c1ccc(S(=O)(=O)c2cccc(Cl)c2)c([N+](=O)[O-])c1)N1CCN(Cc2ccccc2)CC1 | -22 | -0.4 | 0.8 | 10 | 14 | -3 | 11 | 3 | 7 | -2
CCN(CC)S(=O)(=O)c1ccc(N2CCOCC2)c(NC(=O)Cc2ccc(Cl)cc2)c1 | -8 | 3.3 | 0.3 | -3 | 4 | 3 | -1 | 2 | -1 | 5
S=c1[nH]nc(COc2ccc3c(c2)OCO3)n1-c1ccccc1 | 7 | -0.9 | -0.3 | 6 | 4 | -3 | 5 | 7 | -3 | 5
O=C(NCCCN1CCCC1=O)c1c(O)nc2ccccn2c1=O | 6 | -1.1 | 6.1 | -188 | 6 | -4 | 1 | -4 | 2 | -7
C[C@@H]1CN([C@@H](C)CO)C(=O)CCCn2nncc2CO[C@@H]1CN(C)C(=O)c1ccc2ccn(C)c2c1 | -2 | 0.9 | -0.3 | -24 | 2 | 2 | -8 | 2 | 5 | 8
O/C=c1\ccc2cccc3nc(C(F)(F)F)nc1c23 | 16 | -1.8 | -19 | 8 | 5 | -8 | 1 | -85 | -1 | -5
Cc1ccc(/C=N/N=C/c2ccc(C)cc2)cc1 | 3 | 6.0 | 0.1 | 4 | 5 | -1 | 12 | -2 | 6 | 0
Cn1c(Nc2ccc(F)cc2)nc2ccccc21 | 2 | 0.8 | 0.0 | 6 | 6 | -7 | -4 | 1 | 0 | -5
CCCCNC(=O)C1(C)CCCCN1C(=O)c1sccc1C (stereo not given) | -8 | -0.2 | -0.3 | 5 | 1 | 0 | -5 | 1 | 1 | 1
